TbPYK inhibitor: T. brucei pyruvate kinase inhibition; TbPYK enzyme, Kinase-Glo Plus ATP luminescence, 45 min; Potency, µM (highest dose often 76.8 µM), for the others: at the top dose activity, negative = inhibition, most hits filed as inhibitors; 410,000 tested, 0.12% active; AID 624173; note: potency is the fitted concentration of half-maximal effect; nearly all actives have a fitted effect of over 50% in size
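TbPYK + substrate in 50 mM TEA pH 7.2, 100 mM KCl, 10 mM MgCl2, 0.05% BSA, 0.01% Tween-20; cpd pinned; ADP 130 uM final; 45 min RT; Kinase-Glo Plus 10 min; luminescence endpoint.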
AmpC inh no detg: AmpC beta-lactamase inhibition without detergent. P00811. AmpC nitrocefin hydrolysis, absorbance 480 nm, 0.0001% Triton. Potency, µM (series often up to 57.1 µM), for inactives: at the top dose activity change, negative = inhibition, most hits filed as inhibitors. 330,000 tested, 0.52% active;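 note: potency is the fitted concentration of half-maximal effect; plate controls were no compound for no effect and no enzyme for full effect; nearly all actives have a fitted effect of over 20% in size; some results filed as inactive show a strong effect at the top dose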
Target sequence (P00811 whole entry, looked up): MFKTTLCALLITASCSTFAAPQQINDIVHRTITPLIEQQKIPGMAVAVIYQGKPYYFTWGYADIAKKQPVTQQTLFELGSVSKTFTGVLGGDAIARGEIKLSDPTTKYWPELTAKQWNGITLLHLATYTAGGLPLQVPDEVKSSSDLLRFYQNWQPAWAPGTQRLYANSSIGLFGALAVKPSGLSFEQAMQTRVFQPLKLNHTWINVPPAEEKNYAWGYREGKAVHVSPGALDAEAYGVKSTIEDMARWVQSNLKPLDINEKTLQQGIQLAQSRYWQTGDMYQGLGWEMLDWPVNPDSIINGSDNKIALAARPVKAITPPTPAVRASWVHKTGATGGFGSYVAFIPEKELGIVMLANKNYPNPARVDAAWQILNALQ
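AmpC (5.3 nM in the dispensed reagent) in 20 mM phosphate pH 7.0 with 0.01% (detergent screen) or 0.0001% Triton X-100 was preincubated with compounds for 15 min at room temperature. Nitrocefin was then added from an 800 uM solution, and hydrolysis was followed at 480 nm.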
AMA1 RON2 block: inhibitors of Plasmodium falciparum AMA1-RON2 interaction; AID 720542; 360,000 tested, 0.2% active; Potency, µM (titrated, usually from 58.2 µM), without a hit: at the highest dose activity change, negative = inhibition, usual class: inhibitors; AlphaScreen AMA1-biotinylated RON2 peptide binding;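 note: potency is the fitted concentration of half-maximal effect; 0% = vehicle wells and -100% = peptide control; nearly all actives have a fitted effect of over 45% in size; some results filed as inactive show a strong effect at the top dose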
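AMA1 (3D7) with his tag at 25 nM final met compounds first, then biotinylated RON2 peptide at 25 nM; detection used donor plus acceptor beads, 10 µg/mL apiece, read by AlphaScreen after 30 min at room temperature.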
AmpC inh detg: inhibitors of E. coli AmpC beta-lactamase with detergent. P00811. AmpC hydrolysis of nitrocefin, absorbance 480 nm, 0.01% Triton. Potency, µM (highest dose often 114 µM), without a hit: top-dose activity change, negative = inhibition, hits mostly inhibitors. 370,000 tested, 0.041% active. AID 485294;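 note: potency is the fitted concentration of half-maximal effect; 0% = no-compound wells and -100% = no-enzyme wells; nearly all actives have a fitted effect of over 25% in size; some results filed as inactive show a strong effect at the top dose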
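AmpC (5.3 nM in the dispensed reagent) in 20 mM phosphate pH 7.0 with 0.01% (detergent screen) or 0.0001% Triton X-100 was preincubated with compounds for 15 min at room temperature. Nitrocefin was then added from an 800 uM solution, and hydrolysis was followed at 480 nm.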
LmPK inhibitor: blocks Leishmania mexicana pyruvate kinase activity. Potency, µM (titrated, usually from 57.5 µM), inactives show top-dose activity change, negative = inhibition, usual class: inhibitors. Q27686. purified LmPK, Kinase-Glo ATP luminescence, 1 h. 290,000 tested, 0.37% active; note: potency is the fitted concentration of half-maximal effect
Target sequence (Q27686 whole entry, looked up): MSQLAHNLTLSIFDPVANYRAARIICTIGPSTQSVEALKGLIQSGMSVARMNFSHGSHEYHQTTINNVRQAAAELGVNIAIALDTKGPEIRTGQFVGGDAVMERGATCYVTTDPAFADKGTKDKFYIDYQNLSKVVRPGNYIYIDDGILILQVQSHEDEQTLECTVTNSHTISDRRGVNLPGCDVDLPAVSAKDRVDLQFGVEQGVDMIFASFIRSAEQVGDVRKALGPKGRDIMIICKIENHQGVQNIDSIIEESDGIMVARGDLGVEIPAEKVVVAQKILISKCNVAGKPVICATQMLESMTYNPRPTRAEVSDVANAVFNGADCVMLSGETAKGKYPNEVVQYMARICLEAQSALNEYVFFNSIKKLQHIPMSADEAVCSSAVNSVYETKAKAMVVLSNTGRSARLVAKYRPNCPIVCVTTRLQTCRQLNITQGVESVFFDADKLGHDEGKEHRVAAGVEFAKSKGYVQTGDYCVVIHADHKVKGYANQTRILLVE
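Purified LmPK (0.1 nM) with 0.5 mM PEP and 0.1 mM ADP in imidazole buffer pH 7.2 with MgCl2/KCl, 1 h at room temperature. ATP formed was read by luciferase luminescence and normalized to no-enzyme and uninhibited controls.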
HCMV inh: inhibitors of human cytomegalovirus. HFF cells, HCMV-luciferase reporter, 72 h; hits give low values. activity change, negative = inhibition, % at 57.5 µM. AID 1259415. 410,000 tested, 4.5% active; in the data active = activity change below about -60%; inconclusive = no clear call, values can overlap the other calls; inactive = above about -39%
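Steps: HFFs plated, 16 h 37C; compounds added; HCMV-luciferase added to MOI 1 PFU/cell; 72 h 37C; OneGlo reagent, 5 min room temperature; luminescence read, normalized to controls.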
Sm TGR block: S. mansoni TGR enzyme inhibition; Q962Y6; purified TGR, DTNB reduction, TNB absorbance 405 nm; Potency, µM (titrated, usually from 114 µM), inactives show top-dose activity change, negative = inhibition, actives largely listed as inhibitors; 360,000 tested, 3% active; AID 485364; note: potency is the fitted concentration of half-maximal effect; nearly all actives have a fitted effect of over 60% in size
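Kinetic colorimetric format: TGR-catalysed, NADPH-driven DTNB reduction monitored via TNB absorbance. Enzyme dispensed at 20 nM; compound exposure 15 min at room temperature before reaction start.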
Active calls of the source: *; ? = inconclusive; / = no result given; [ ] = remark or other dose. Unless noted, calls come from the whole dose curve; as a rule, active = well fitted curve in the direction sought with a large enough effect; inconclusive = small, poorly fitted or top-dose-only effect, or another doubt; inactive = no such curve, though single readings can be large; an effect the other way counts as inactive or inconclusive. Unless noted, % is set by controls: 0 for no effect and ±100 for the full control effect.

#	mol	TbPYK inhibitor	AmpC inh no detg	AMA1 RON2 block	AmpC inh detg
1	Cc1ccc(C)c(S(=O)(=O)NCC(=O)NCc2ccco2)c1	9.7%	-30.7%	-3.2%	-2.7%
2	Cc1ccc(NC(=O)Nc2ccc3snnc3c2)cc1C	-2.4%	/	/	-1.6%
3	COC(=O)C1=C(C(=O)OC)[C@@H]2N(Cc3ccccc3)c3ccccc3[C@@]23C[C@@H](C(=O)OC)N(C(=O)COCc2ccccc2)C3=N1	-1.6%	122.9%[activator]	-16.9%	0.6%
4	COc1ccc(S(=O)(=O)NCc2ccncc2)cc1OC	-2.1%	-21.0%	5.7%	-15.2%
5	OC[C@@H]1CN(Cc2ccc(Cl)cc2)C[C@H](n2cnc3c(NC4CCCC4)ncnc32)O1	11.1%	/	-15.5%	/
6	Cc1cccc(-c2noc(CSc3nc(-c4ccc(F)cc4)cc(=O)[nH]3)n2)c1	7.8%[15.4 µM]	/	/	22.5%
7	CCC(C)(C)NC(=O)C(c1ccc(C)cc1)N(CC1CCCO1)C(=O)CCC(=O)Nc1ccccn1 (stereo not drawn)	-4.0%	74.0%[activator]	-6.2%	-2.9%
8	Cc1ccc(S(=O)(=O)N2C[C@H]3n4c(=O)ccc(=O)n4C[C@H](OC(=O)NCc4ccccc4)[C@@]3(O)C2)cc1	0.4%	/	7.8%	/
9	CCOC(=O)c1ccc(S(=O)(=O)N2CC(=O)Nc3ccccc32)cc1	-12.4%	77.4%[activator]	0.2%	-6.9%
10	Cc1ccc(-c2nsc(SCC(=O)NCC3CCCO3)n2)cc1 (stereo not drawn)	-6.3%	29.8%	-14.6%	4.2%
11	CCCCCn1nnnc1-c1nc2cc3ccccc3cc2[nH]c1=O	-11.7%	/	-16.8%	/
12	N#C/C(=C\Nc1ccccc1O)c1nc2ccccc2o1	5.7%	-46.7%	46.8%[activator]	-4.1%

#	LmPK inhibitor	HCMV inh	Sm TGR block
1	1.3%	22.1	0.0%
2	/	-28.5	-0.1%
3	-4.7%[11.5 µM]	/	-2.5%
4	0.3%	-64.6*	0.0%
5	/	?	/
6	/	0.0	4.3%
7	-0.4%	?	1.6%
8	/	-60.9*	/
9	4.4%	8.2	-0.1%
10	-0.1%[11.5 µM]	-36.0	19.7%
11	/	-23.5	/
12	0.6%	-94.8*	-19.4%

Later entries:
#	mol	TbPYK inhibitor	AmpC inh no detg	AMA1 RON2 block	AmpC inh detg
13	CC(=O)c1cccc(NC(=O)C(=O)Nc2cccc3ccccc23)c1	6.5%	-10.1%	-0.5%	4.6%
14	CCOC(=O)C(CC(C)C)CP(=O)(O)CNC(=O)OCc1ccccc1 (stereo not drawn)	1.7%	-19.7%	26.1%	-14.0%
15	COc1ccccc1CNc1nc2ccc(C)cc2n2nnnc12	4.5%	/	/	-2.8%
16	Cc1nn(-c2ccc(F)cc2)c(-n2cccc2)c1C(=O)NCCCN1CCN(c2ccccc2F)CC1	-4.9%	/	/	0.3%
17	O/N=C(/Cc1ccccn1)c1ccccc1	-2.1%	-1.4%	-1.1%	-16.6%
18	CC(C)Sc1cc(N2CCCC2)nc(-c2ccccc2Cl)n1	1.0%	-25.5%	-7.8%	-11.2%
19	CC(C)C1CC(CCNCc2ccc3c(c2)OCO3)(c2ccccc2)CCO1 (stereo not drawn)	-4.1%	-7.7%	-26.9%	6.8%
20	COC(=O)C(O)(c1c(C)[nH]n(-c2ccccc2)c1=O)C(F)(F)F (stereo not drawn)	-1.3%	-24.8%	-5.5%	-7.5%
21	Cc1cccc(NC(=O)c2oc3ccccc3c2NC(=O)c2cc(=O)c3ccccc3o2)c1	-3.4%	/	/	11.2%
22	COc1ccc(CCNC(=O)c2cc3c(=O)n4ccccc4nc3n(CC3CCCO3)c2=N)cc1 (stereo not drawn)	2.6%	/	-1.8%	/
23	C=CCN1C(=O)c2ccc(C(=O)OCC(=O)Nc3ccc(S(N)(=O)=O)cc3)cc2C1=O	1.6%	-34.6%	3.5%	?
24	COc1ccc(CN2CCN(C(=O)c3cc(-c4cccnc4)nc4ccc(Cl)cc34)CC2)c(OC)c1OC	3.2%	200.1%[activator]	-14.9%	-6.7%

#	LmPK inhibitor	HCMV inh	Sm TGR block
13	9.2%	-60.3*	-13.1%
14	-1.3%	?	-33.3%
15	/	?	1.5%
16	/	-22.6	-2.6%
17	0.1%	13.2	1.0%
18	0.1%	16.4	-4.2%
19	3.8%	-29.5	-3.3%
20	-6.5%	94.1	-18.2%
21	/	4.6	3.2%
22	/	-28.9	/
23	/	-23.0	-11.2%
24	0.6%	46.3	0.7%

Further structures follow:
#	mol	TbPYK inhibitor	AmpC inh no detg	AMA1 RON2 block	AmpC inh detg
25	COc1cc2nc(SCC(=O)Nc3cccc(C)c3)n3nc(CCn4c(C)nc5ccccc54)nc3c2cc1OC	0.6%	/	/	0.7%
26	CCCN(CC1CC1)C(=S)NC(=O)C1CC1	-3.9%	-13.8%	53.9%[activator]	-5.2%
27	Cc1sc(NC(=S)NC(=O)CCc2ccccc2)c(C(N)=O)c1C	-5.3%	-31.7%	10.9%	?
28	OC(c1ccccc1)c1nc(-c2ccc3c(c2)OCO3)cs1 (stereo not drawn)	6.1%	/	?	/
29	CS(=O)(=O)c1ccc(C(=O)CN2C(=O)NC3(CCCc4ccccc43)C2=O)cc1 (stereo not drawn)	2.5%	-1.0%	-3.0%	-12.3%
30	CCCNC(=S)N1CCC(n2cnc3ccccc32)CC1	-6.7%	-8.1%	-0.4%	-7.7%
31	Cc1cc(NO)c(C(C)C)cc1N=O	-8.6%	-5.8%	-2.5%	-7.1%
32	COc1ccc(CN2[C@@H](CC(=O)O)c3cc(C(F)(F)F)ccc3S2(=O)=O)cc1	-0.7%	/	-0.6%	/
33	Fc1cc(F)c2nc(N3CCCC3)sc2c1	-5.1%	-1.4%	4.2%	3.4%
34	COc1ccc(NC(=O)CSc2nnc(-c3ccncc3)n2-c2ccccc2)cc1	-1.6%	/	/	2.3%
35	Fc1ccc(-n2[nH]nnc2=S)cc1N1CCCC1	?	-28.5%	26.7%	?
36	CCNC(=O)C12CCC(C)(C(=O)O1)C2(C)C (stereo not drawn)	-0.7%	-11.2%	-0.2%	-9.9%

#	LmPK inhibitor	HCMV inh	Sm TGR block
25	/	-10.2	-1.5%
26	-0.1%	72.3	-7.3%
27	0.6%	-82.8*	3.7%
28	/	57.7	/
29	/	-8.1	-5.3%
30	3.1%	-32.3	/
31	1.8%	-64.6*	-6.0%
32	/	-19.1	/
33	-0.1%	?	0.2%
34	/	-1.5	4.0%
35	2.7%	61.5	-29.5%
36	-2.1%	10.0	7.3%

4 entries already listed, sorted by number of heavy atoms, rising.
#	mol	TbPYK inhibitor	AmpC inh no detg	AMA1 RON2 block	AmpC inh detg
31	Cc1cc(NO)c(C(C)C)cc1N=O	-8.6%	-5.8%	-2.5%	-7.1%
33	Fc1cc(F)c2nc(N3CCCC3)sc2c1	-5.1%	-1.4%	4.2%	3.4%
30	CCCNC(=S)N1CCC(n2cnc3ccccc32)CC1	-6.7%	-8.1%	-0.4%	-7.7%
25	COc1cc2nc(SCC(=O)Nc3cccc(C)c3)n3nc(CCn4c(C)nc5ccccc54)nc3c2cc1OC	0.6%	/	/	0.7%

#	LmPK inhibitor	HCMV inh	Sm TGR block
31	1.8%	-64.6*	-6.0%
33	-0.1%	?	0.2%
30	3.1%	-32.3	/
25	/	-10.2	-1.5%

Additional structures follow:
#	mol	TbPYK inhibitor	AmpC inh no detg	AMA1 RON2 block	AmpC inh detg
37	CCn1nc(C(=O)Nc2ccccc2N2CCCC2)c2ccccc2c1=O	-2.1%	41.9%	?	?
38	COc1ccc(-c2n[nH]c(C)c2-c2cscn2)c(O)c1	3.5%	-2.8%	97.7%[activator]	11.7%
39	COc1cc(NC(=O)c2cccc3c(-c4cccnc4)coc23)cc(OC)c1OC	5.1%	/	-0.8%	/
40	CCCCn1c(O)c(C(CC)=Nc2ccc(OC)cc2OC)c(=O)[nH]c1=O	2.3%	-0.5%	-4.6%	0.3%
41	COc1ccc(CCNCC(O)COc2ccc(OC)cc2C(C)(C)C)cc1 (stereo not drawn)	2.9%	25.8%	-24.5%	-6.6%
42	CCOC(=O)/C(C#N)=C/c1cn(CCC(=O)O)nc1-c1ccc(OC)cc1	2.4%	-12.4%[11.4 µM]	-18.1%	?
43	CCC(=O)NC(Nc1cc(C)ccn1)(C(F)(F)F)C(F)(F)F	0.1%	-1.1%	1.5%	-0.2%
44	Cc1nc(NC(=O)COC(=O)C(NC(=O)c2ccco2)C(C)C)c(Cl)cc1Cl (stereo not drawn)	-5.5%	-32.2%	-10.1%	0.3%
45	Cc1ccc(SC[C@H](CC(C)C)N2CCN(CCc3ccccc3)CCC2=O)cc1	0.9%	139.6%[activator]	-20.8%	2.0%
46	CCOC(=O)c1ccc(NC(=S)Nc2ccc(Cl)cn2)cc1	-1.6%	-21.5%	41.4%[activator]	5.7%
47	Cc1cccc(-c2cccc3nccn23)c1	6.9%	/	-1.9%	/
48	Clc1ccc(Cn2ccc(-c3ccc4c(c3)OCO4)n2)cc1Cl	-1.4%	-24.1%	23.6%	-14.3%
49	Cc1ccc(-n2ncc3c2CC(C)(C)CC3NC(=O)CCCN2CCCCC2=O)cc1 (stereo not drawn)	4.7%	170.5%[activator]	10.3%	-4.2%
50	CCN(CC(=O)Nc1cc(S(=O)(=O)N2CCOCC2)ccc1Cl)Cc1ccccc1	1.2%	115.0%[activator]	36.9%[activator]	3.9%
51	C[C@]12CCC3C(CC[C@H]4C[C@@H](O)[C@H](O)C[C@]34C)C1CC[C@@H]2O (stereo partly drawn)	3.9%	-7.2%	-0.3%	/

#	LmPK inhibitor	HCMV inh	Sm TGR block
37	/	-16.9	-2.6%
38	6.2%	?	6.9%
39	/	-39.3	/
40	2.2%	-1.3	-15.0%
41	-2.1%	-15.7	-9.3%
42	6.6%	?	9.3%
43	5.2%	27.3	1.5%
44	9.7%	103.0	31.6µM*
45	2.9%	90.3	-28.3%
46	5.2%	-25.9	-11.3%
47	/	-11.9	/
48	0.1%	12.4	0.3%
49	-8.6%	?	-1.6%
50	/	-30.1	2.9%
51	/	18.5	/

From PubChem BioAssay
